# HRP luminol no ALR: HRP/luminol detection interference without ALR, dose response, artefact control for ALR inhibitor project, biochemical, luminescence, no ALR or DTT; HRP/H2O2 luminol luminescence counterscreen, no ALR; activity change, negative = inhibition, % at the top dose, mostly 10 µM; hits show AC50 in µM; 15% of 2,500 active;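 active = signal-lowering compounds whose fitted half-maximal concentration AC50 is no higher than ten times their top tested concentration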;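 also: 0% = median of neutral control wells and -100% = median of quercitin 100 µM wells; many of its hits are not listed in these tables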
# * marks the source's active call; other numbers are inactive results.
O=C(O)c1ccc(N=c2oc3cc(O)ccc3cc2C(=O)NCc2ccccc2)cc1
- HRP luminol no ALR: -1.0%
COc1cccc2c(N/N=C/c3ccccc3)cc(C)nc12
- HRP luminol no ALR: 0.5%
O=C(CN1CCN(c2ccccc2O)CC1)NCCCc1ccccc1
- HRP luminol no ALR: 2.7%
CCn1c(CCCNC(=O)c2cccs2)nc2ccccc21
- HRP luminol no ALR: -0.8%
O=C1Nc2ccccc2N(O)N1c1cc(-c2cccc(Cl)c2)no1
- HRP luminol no ALR: -4.6%
O=C(Nc1nnc(-c2ccc3c(c2)CCCC3)o1)c1c(F)cccc1F
- HRP luminol no ALR: -2.2%
COC(=O)c1c(NC(=O)C2CC=CCC2C(=O)O)sc(C(N)=O)c1C (centres undefined)
- HRP luminol no ALR: -1.8%
Cc1cccc(C(=O)Nc2nnc(-c3ccncc3)o2)c1
- HRP luminol no ALR: -3.3%
C=CCNC(=O)c1ccccc1S(=O)c1ccccc1C#N (centres undefined)
- HRP luminol no ALR: -0.3%
CCN(CC)c1ccc(NS(=O)(=O)c2ccc(OC)cc2)cc1
- HRP luminol no ALR: -1.0%
Nc1nc2ccc(-c3nc4ccccc4o3)cc2s1
- HRP luminol no ALR: -0.7%
CCn1c(=O)c(=O)[nH]c2cc(C(=O)NC(C)c3ccc(S(N)(=O)=O)cc3)ccc21 (centres undefined)
- HRP luminol no ALR: -13%
CCc1ccc(/C=N/NC(=O)Cc2cccn2C)cc1
- HRP luminol no ALR: -2.9%
Oc1cccc(Nc2c3ccccc3nc3ccccc23)c1
- HRP luminol no ALR: -4.8%
Cn1cnc2cc(NCc3ccccc3Cl)ccc21
- HRP luminol no ALR: -10%
CC(C)NC(=O)c1ccc(CSCc2ccccc2Cl)o1
- HRP luminol no ALR: 1.7%
O=C(CN1CCN(c2ccc(O)cc2)CC1)NCC(=O)Nc1ccc(F)c(F)c1F
- HRP luminol no ALR: -4.0%
COC(=O)c1c(C(=O)OC)c(-c2ccc(F)cc2)n2c1CSC2
- HRP luminol no ALR: -0.9%
Cn1c(=O)[nH]c(=O)c2c1[nH]c(=S)n2Cc1ccc(Cl)cc1
- HRP luminol no ALR: -1.2%
C/C(=N\Nc1ccc([N+](=O)[O-])cc1)c1cccc(N)c1
- HRP luminol no ALR: -3.4%
O=C(c1cc(-c2ccc(O)cc2)on1)N1CCN(c2ccccc2)CC1
- HRP luminol no ALR: -4.4%
CC(=O)c1ccc(S(=O)(=O)NCC(=O)NC(c2nc3ccccc3[nH]2)C(C)C)cc1 (centres undefined)
- HRP luminol no ALR: -0.7%
CC(=O)Nc1ccc(C2=NN(C)C(=NCc3ccccc3)SC2)cc1
- HRP luminol no ALR: 0.0%
CN1CCN(Cc2c(O)ccc3cc(Br)ccc23)CC1
- HRP luminol no ALR: -5.5%
CC(NC(=O)c1ccccc1)C(=O)N/N=C/c1ccc(O)cc1 (centres undefined)
- HRP luminol no ALR: -7.6%

# Next section, starting with the last 6 of the part before.
C/C(=N\Nc1ccc([N+](=O)[O-])cc1)c1cccc(N)c1
- HRP luminol no ALR: -3.4%
O=C(c1cc(-c2ccc(O)cc2)on1)N1CCN(c2ccccc2)CC1
- HRP luminol no ALR: -4.4%
CC(=O)c1ccc(S(=O)(=O)NCC(=O)NC(c2nc3ccccc3[nH]2)C(C)C)cc1 (centres undefined)
- HRP luminol no ALR: -0.7%
CC(=O)Nc1ccc(C2=NN(C)C(=NCc3ccccc3)SC2)cc1
- HRP luminol no ALR: 0.0%
CN1CCN(Cc2c(O)ccc3cc(Br)ccc23)CC1
- HRP luminol no ALR: -5.5%
CC(NC(=O)c1ccccc1)C(=O)N/N=C/c1ccc(O)cc1 (centres undefined)
- HRP luminol no ALR: -7.6%
O=C(CN1C(=O)CCC1=O)NNc1ccc2ccccc2c1
- HRP luminol no ALR: 0.092µM*
Cc1ccc(NC2CCCN(C(=O)c3cn4cc(Cl)ccc4n3)C2)cc1C (centres undefined)
- HRP luminol no ALR: -6.5%
COc1ccc(C=O)cc1CSc1ccccn1
- HRP luminol no ALR: 0.4%
O=C(OCc1ccccc1)Oc1cncc(C(=O)O)c1
- HRP luminol no ALR: -6.1%
Cn1c(CSCc2ccc(Cl)cc2)n[nH]c1=S
- HRP luminol no ALR: -3.7%
COC(=O)c1ccc(O)c(Sc2cc(C(=O)OC)ccc2O)c1
- HRP luminol no ALR: -1.0%
c1ccc(Nc2c(-c3ccco3)nc3ccccn23)cc1
- HRP luminol no ALR: 0.1%
CC(=O)Nc1cccc(-c2csc(Nc3ccc(C)cn3)n2)c1
- HRP luminol no ALR: -2.3%
COc1ccc(Nc2ccccc2N)cc1
- HRP luminol no ALR: -1.1%
CC(C)c1ccc(NC2CCCN(C(=O)C3=NN(C)C(=O)CC3)C2)cc1 (centres undefined)
- HRP luminol no ALR: -5.8%
CC(NC(=O)CCCCCNC(=O)N1CCn2c1nc1ccccc12)c1ccccc1 (centres undefined)
- HRP luminol no ALR: 3.3%
O=C(O)c1ccccc1C(=O)Nc1ccc(-c2csc(-c3ccccc3)n2)cc1
- HRP luminol no ALR: 1.1%
S=c1nc(-c2ccccc2)c(-c2ccccc2)n[nH]1
- HRP luminol no ALR: 1.3%
O=C(NC1=NCCS1)c1csc2ccccc12
- HRP luminol no ALR: 0.3%
CN(C)c1ccc(C(C(=O)NC2CCCC2)N(C(=O)c2ccco2)C2CC2)cc1 (centres undefined)
- HRP luminol no ALR: -2.0%
COc1ccc(C(=O)N/N=C(\Cc2ncc[nH]2)c2ccccc2)cc1
- HRP luminol no ALR: 2.5%
CN(C)c1ccc(/C(=N\O)c2ccccc2)cc1
- HRP luminol no ALR: 0.8%
Cc1cccc(C(=O)Nc2nnc(S(=O)(=O)N(C)Cc3ccco3)s2)c1
- HRP luminol no ALR: 0.9%
CCCc1cc(C(N)=O)c(NC(=O)c2ccoc2C)s1
- HRP luminol no ALR: -4.1%
c1ccc(-c2nnc(CN3CCN(c4ccccc4)CC3)o2)cc1
- HRP luminol no ALR: 1.5%
Cn1c(=O)c2c(nc(N/N=C/c3cccs3)n2Cc2ccccc2)n(C)c1=O
- HRP luminol no ALR: 0.1%
COc1ccc(NC2CCCN(C(=O)CCN3Cc4ccccc4C3=O)C2)cc1 (centres undefined)
- HRP luminol no ALR: -9.6%
C/C(=N\Nc1cccc(Cl)c1)c1ccncc1
- HRP luminol no ALR: 3.1%
Cc1ccc2[nH]cc(CCNC(=O)c3cccnc3)c2c1
- HRP luminol no ALR: -1.4%
CC(=O)Nc1ccc(NC(=O)CC2Nc3cccc4cccc(c34)NC2=O)cc1 (centres undefined)
- HRP luminol no ALR: -2.5%

# Quoted at random: 5 entries already listed.
CN(C)c1ccc(C(C(=O)NC2CCCC2)N(C(=O)c2ccco2)C2CC2)cc1 (centres undefined)
- HRP luminol no ALR: -2.0%
CC(NC(=O)c1ccccc1)C(=O)N/N=C/c1ccc(O)cc1 (centres undefined)
- HRP luminol no ALR: -7.6%
Cn1c(CSCc2ccc(Cl)cc2)n[nH]c1=S
- HRP luminol no ALR: -3.7%
O=C(O)c1ccccc1C(=O)Nc1ccc(-c2csc(-c3ccccc3)n2)cc1
- HRP luminol no ALR: 1.1%
C/C(=N\Nc1ccc([N+](=O)[O-])cc1)c1cccc(N)c1
- HRP luminol no ALR: -3.4%

# A portion from the list above:
COc1ccc(NC2CCCN(C(=O)CCN3Cc4ccccc4C3=O)C2)cc1 (centres undefined)
- HRP luminol no ALR: -9.6%
C/C(=N\Nc1cccc(Cl)c1)c1ccncc1
- HRP luminol no ALR: 3.1%
Cc1ccc2[nH]cc(CCNC(=O)c3cccnc3)c2c1
- HRP luminol no ALR: -1.4%
CC(=O)Nc1ccc(NC(=O)CC2Nc3cccc4cccc(c34)NC2=O)cc1 (centres undefined)
- HRP luminol no ALR: -2.5%

# Molecules from the list above with an aryl thioether with sulfur outside any ring:
COc1ccc(C=O)cc1CSc1ccccn1
- HRP luminol no ALR: 0.4%
COC(=O)c1ccc(O)c(Sc2cc(C(=O)OC)ccc2O)c1
- HRP luminol no ALR: -1.0%

# Carrying on:
C=CCn1c(C(C)NC(=O)c2cccc(C)c2)n[nH]c1=S (centres undefined)
- HRP luminol no ALR: -5.5%
COc1ccc(C2CC(c3ccccc3)=NN2c2ccccc2)c(C(=O)O)c1OC (centres undefined)
- HRP luminol no ALR: -9.9%
NC(=O)NC(=O)C(Nc1ccc(N2CCCCC2)cc1)c1ccccc1 (centres undefined)
- HRP luminol no ALR: -11%
c1csc(-c2nc3ccccn3c2NC2CCCCC2)c1
- HRP luminol no ALR: -1.2%
Cc1noc(C)c1C(=O)N1CCCC(Nc2ccc(C(C)C)cc2)C1 (centres undefined)
- HRP luminol no ALR: -2.9%
Cc1cc(C(=O)Nc2nc3c(s2)CCCC3)no1
- HRP luminol no ALR: -1.6%
COc1ccc(/C=N/Nc2ccccn2)cc1OC
- HRP luminol no ALR: -2.4%
COc1ccc(N2CCN(C(=O)c3ccc(C)cc3Cl)CC2)cc1
- HRP luminol no ALR: -5.0%
CCc1ccc(-c2csc3[n+]2CCN3C(C)=O)cc1
- HRP luminol no ALR: -4.5%
C/C(=N\NC(=O)CCCNc1cccc(C)c1)c1ccncc1
- HRP luminol no ALR: -3.0%
COc1ccc(N2CCN(C(=O)Cc3ccc(OC)c(OC)c3)CC2)cc1
- HRP luminol no ALR: -0.1%
COc1ccc(CCC(=O)N2CCCC(Nc3ccc(OC)cc3)C2)cc1 (centres undefined)
- HRP luminol no ALR: -11%
COc1cc(/C=N/Nc2nc(=O)[nH]nc2C)ccc1O
- HRP luminol no ALR: -6.8%
CCN(CC)C(=N)/C(C#N)=N/Nc1ccc(C)cc1
- HRP luminol no ALR: -5.9%
O=C(c1ccco1)N1CCN=C1SCc1cccc(Cl)c1
- HRP luminol no ALR: -0.5%
O=[N+]([O-])c1cc2c(cc1/C=N/n1c(-c3ccccc3)n[nH]c1=S)OCO2
- HRP luminol no ALR: -2.7%
Cc1ccc(N2CCN(C(=O)CNS(=O)(=O)c3ccc(Br)s3)CC2C)cc1 (centres undefined)
- HRP luminol no ALR: -2.9%
Nc1nc(N2CCN(c3ccc(Cl)cc3)CC2)n[nH]1
- HRP luminol no ALR: 2.0%
CCn1c(-c2ccc3[nH]c(C)c(C)c3c2)n[nH]c1=S
- HRP luminol no ALR: -1.5%
CCN(CC)c1ccc(NC(=O)C2=CCN(S(=O)(=O)c3ccc(F)cc3)CC2)c(C)c1
- HRP luminol no ALR: -4.2%
CCN(CC)S(=O)(=O)c1ccc(NC(=O)c2c(-c3ccccc3)noc2C)cc1
- HRP luminol no ALR: 1.3%
CCN(CC)c1ccc(NC(=O)CN2CCN(c3nc(C)cc(C)n3)CC2)cc1
- HRP luminol no ALR: -16%
O=C(Nc1cccc(-c2cn3ccccc3n2)c1)c1ccccc1
- HRP luminol no ALR: -2.3%
COc1cc(C=NNC(=O)c2ccc(NS(=O)(=O)c3cccs3)cc2)cc(Br)c1O
- HRP luminol no ALR: -11%
Cc1ccc(NCc2ccc([N+](=O)[O-])s2)cc1
- HRP luminol no ALR: -0.6%

CCC(=O)N1CCN=C1SCc1ccc(F)cc1
- HRP luminol no ALR: 2.7%
O=C(NC1CCCCC1)N1CCN(c2ccc(Cl)cc2)CC1
- HRP luminol no ALR: -0.5%
Cc1cccc(-n2c(-c3ccncc3)n[nH]c2=S)c1
- HRP luminol no ALR: -13%
CCN(CC)c1ccc([C@H]2[C@@H]3CCCC[C@]3(O)CCN2CC(=O)NCc2ccco2)cc1
- HRP luminol no ALR: -2.0%

# Screening results: PubChem, Broad Institute

# Only part of the results is shown; rates above refer to the full screens.
